# Screening results (PubChem)
# PTHR1 ag – agonists of human PTHR1 parathyroid hormone receptor; Q03431; HEK293 GP2 PTHR1 cells, GloSensor cAMP luminescence, 1 h; Potency, µM (doses to about 115 µM), for the others: top-dose activation, hits mostly activators; 410,000 tested, 0.075% active; AID 743266; also: nearly all actives have a fitted effect of over 55% in size; some results filed as inactive show a strong effect at the top dose; inactives centre near -15; many of its hits are not listed in these tables
#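 HEK-293-derived GP2 cells expressing PTHR1 and a GloSensor cAMP reporter, 3,000/well, plated overnight, given luciferin plus IBMX (each 0.5 mM as added) for 1 h at 37 °C, then compound for 1 h at 37 °C. Luminescence was read after 15 min at room temperature.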
# FUS suppressor – FUS proteinopathy suppression in yeast; S. cerevisiae FUS-expressing, growth rescue, OD600, 24 h; Potency, µM (doses to about 76.6 µM), inactives show top-dose growth rescue (activation), hits mostly activators; 390,000 tested, 0.24% active;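 also: plate controls were DMSO vehicle for no effect and reference control for full effect; nearly all actives have a fitted effect of over 55% in size; some results filed as inactive show a strong effect at the top dose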
#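 Yeast FUS proteinopathy model; galactose-induced FUS (2%), starting OD 0.005. Cpds in dilution series, 24hr, 30C, 99% humidity. Abs 600 nm growth. Pos ctrl CP55940 (top 92uM final); neg ctrl DMSO.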
# EPAC2 antag – antagonists of human EPAC2. Q8WZA2. EPAC2 GEF exchange of Rap1B-BODIPY-GDP, fluorescence. Potency, µM (top dose mostly 114 µM), inactives show top-dose activity, negative = inhibition, usual class: inhibitors. 360,000 tested, 0.18% active. AID 720708; also: % is scaled to controls: 0 for no effect and ±100 for the full control effect; nearly all actives have a fitted effect of over 45% in size; many of its hits are not listed in these tables
# TDP-43 yeast inh – TDP-43 toxicity inhibition in yeast; 410,000 tested, 1.8% active; TDP-43 expressing yeast growth rescue, BacTiter-Glo, 24 h; Potency, µM (series often up to 46.1 µM), without a hit: top-dose growth rescue (activation), actives largely listed as activators; AID 652104; also: % of control where 0% means no effect; nearly all actives have a fitted effect of over 50% in size
#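 In this qHTS, compounds that restore growth of yeast expressing TDP-43 appear as activators. Cells (OD600=0.02, galactose medium, raffinose-pregrown) are incubated with compound 24 hr at 30 deg C and growth is quantified by BacTiter-Glo.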
# EPAC1 antag – antagonists of human EPAC1. AID 720709. 360,000 tested, 0.14% active. O95398. EPAC1 GEF assay, Rap1b-BODIPY-GDP exchange fluorescence. Potency, µM (highest dose often 115 µM), inactives show at the top dose activity change, negative = inhibition, most hits filed as inhibitors;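 also: plate controls were vehicle for no effect and positive control for full effect; nearly all actives have a fitted effect of over 50% in size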
# Target sequence (O95398 whole entry, looked up): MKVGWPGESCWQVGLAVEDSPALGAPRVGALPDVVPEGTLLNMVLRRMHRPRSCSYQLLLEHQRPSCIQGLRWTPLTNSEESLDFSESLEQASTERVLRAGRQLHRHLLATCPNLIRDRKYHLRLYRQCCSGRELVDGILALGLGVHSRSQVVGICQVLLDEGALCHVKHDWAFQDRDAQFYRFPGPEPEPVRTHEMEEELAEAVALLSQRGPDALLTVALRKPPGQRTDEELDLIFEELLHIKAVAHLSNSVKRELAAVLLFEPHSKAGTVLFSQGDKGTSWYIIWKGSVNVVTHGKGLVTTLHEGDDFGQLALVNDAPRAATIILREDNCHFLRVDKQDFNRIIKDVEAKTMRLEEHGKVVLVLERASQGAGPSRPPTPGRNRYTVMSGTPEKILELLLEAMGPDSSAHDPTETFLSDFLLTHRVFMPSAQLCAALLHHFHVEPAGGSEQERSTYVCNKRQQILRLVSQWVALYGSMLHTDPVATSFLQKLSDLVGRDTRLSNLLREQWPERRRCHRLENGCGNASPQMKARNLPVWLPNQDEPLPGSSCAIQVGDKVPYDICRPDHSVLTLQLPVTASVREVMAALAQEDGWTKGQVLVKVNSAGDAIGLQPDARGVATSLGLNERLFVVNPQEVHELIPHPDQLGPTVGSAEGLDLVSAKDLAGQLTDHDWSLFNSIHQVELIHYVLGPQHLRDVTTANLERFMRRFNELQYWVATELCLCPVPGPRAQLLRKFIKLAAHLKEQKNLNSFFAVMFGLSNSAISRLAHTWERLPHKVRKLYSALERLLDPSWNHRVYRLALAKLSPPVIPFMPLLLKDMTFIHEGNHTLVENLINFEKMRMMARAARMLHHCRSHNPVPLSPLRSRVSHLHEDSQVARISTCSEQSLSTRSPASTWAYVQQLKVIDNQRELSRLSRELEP
# aSyn rescue – rescues yeast growth from alpha-synuclein toxicity; Yeast expressing alpha-synuclein, growth rescue, BacTiter-Glo, 24 h; Potency, µM (highest dose often 46.1 µM), for inactives: top-dose growth rescue (activation), actives largely listed as activators; 370,000 tested, 0.14% active; AID 652106; also: % of control where 0% means no effect; nearly all actives have a fitted effect of over 65% in size
#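 Rescue of yeast growth: cells expressing toxic alpha-synuclein, induced in galactose at OD600 0.02, incubated with compound 24 h at 30 C. ATP luminescence quantified growth; inhibitors of toxicity appear as activators.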
# EPAC2 agonist – EPAC2 (human) agonism; 360,000 tested, 0.079% active; AID 720711; Q8WZA2; EPAC2 activation, biochemical qHTS; response scale: 100% = 6.5 mM cAMP response; Potency, µM (titrated, usually from 154 µM), without a hit: at the highest dose activation, hits mostly activators; also: nearly all actives have a fitted effect of over 50% in size
#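 qHTS, titration series. 100 nM EPAC2 / 250 nM Rap1B-BODIPY-GDP / 50 uM GDP; RT; ex 480/em 540 nm, 5-min reads to 30 min. Norm. to 6.5 mM cAMP = activation.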
# EPAC1 agonist – activates human EPAC1 exchange factor. O95398. EPAC1 agonist qHTS, biochemical assay; response scale: 100% = response to 6.5 mM cAMP. Potency, µM (titrated, usually from 154 µM), for inactives: top-dose activation, most hits filed as activators. 360,000 tested, 0.073% active. AID 720707; also: nearly all actives have a fitted effect of over 60% in size
#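 Read-out is the fluorescence drop as BODIPY-GDP leaves Rap1B (480 nm excitation, 540 nm emission), recorded every 5 minutes over 30 minutes. Reactions held 100 nM EPAC1, 250 nM Rap1B–BODIPY-GDP and 50 uM GDP, with 6.5 mM cAMP setting full activation.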
# Numbers without * were called inactive; i = inactive; ? = inconclusive; · = no result given; & = joins results of further samples; [ ] = another dose, or the depositor's remark. Calls follow the shape of the dose curve; as a rule, active = well fitted curve in the direction sought with a large enough effect; inconclusive = small, poorly fitted or top-dose-only effect, or another doubt; inactive = no such curve, though single readings can be large; an effect the other way counts as inactive or inconclusive. Potency is read from the fitted curve at half-maximal effect. This is a subset, so the mix of outcomes need not match the whole.
# Screens in order – PTHR1 ag | FUS suppressor | EPAC2 antag | TDP-43 yeast inh | EPAC1 antag | aSyn rescue | EPAC2 agonist | EPAC1 agonist
Cc1cc2cc(C)c(NCCNC(=O)c3ccccc3F)nc2cc1C
→ i | 4.1% | -5.6% | -6.3% | 16.9% | -2.1% | 0.4% | -11.7%
COC(=O)c1c(SCC(=O)NC2CCCCC2)[nH]c2ccccc2c1=O
→ -10.7% | 3.2% | -21.0% | 4.8% | 5.2% | 2.2% | 7.2% | 1.7%
Cc1ccc(SCC(=O)OCC(=O)N(CC(C)C)c2c(N)n(Cc3ccccc3)c(=O)[nH]c2=O)cc1C
→ -0.7% | 24.9% | 16.4% | -19.9% | 0.8% | 0.6% | -3.7% | -14.7%
CCc1cccc(NC(=O)C2CCCN(S(=O)(=O)c3ccc4[nH]c(=O)ccc4c3)C2)c1 (centres undefined)
→ -11.8% | 13.8% | 10.9% | -0.6% | -6.6% | -1.5% | -10.9% | 3.5%
Cc1cc(C(=O)CN2C(=O)c3ccccc3C2=O)c(C)n1C1CC1
→ -7.4%[57.5 µM] | 22.4% | 11.3% | -13.5% | 14.1% | 4.6% | -11.2% | -6.7%
Oc1ccc(/C=C/c2cnccn2)cc1
→ i | -1.6% | -0.4% | 9.4% | 16.4% | 6.9% | 9.9% | 3.3%
O=C(c1ccc(NC2=NC3CS(=O)(=O)CC3S2)cc1)N1CCN(C(=O)c2ccco2)CC1 (centres undefined)
→ i | -12.6% | 5.7% | 17.0% | -3.5% | -4.2% | 5.7% | -0.7%
CCc1cc(=O)oc2cc(C)cc(OC(C)C(=O)NCc3ccncc3)c12 (centres undefined)
→ -4.0% | -23.3% | 2.8% | -0.9% | 1.8% | -3.3% | 2.2% | 5.7%
CCOC(=O)C1=C(c2ccccc2)NC(SC)=C(C#N)C1c1ccco1 (centres undefined)
→ i | 23.8% | -10.3% | -11.3% | -25.7% | -10.1% | 14.8% | 14.3%
O=[N+]([O-])c1nccn1CCCCCCCCCCCN1CCOCC1
→ -11.4% | -7.1% | -6.9% | 2.6% | -9.1% | 22.9% | -9.3% | -6.8%
C=CCNC(=O)C1CCN(S(=O)(=O)CC)CC1
→ -28.0%[57.5 µM] | 1.6% | 20.0% | -27.7% | 14.5% | -2.1% | 3.1% | -1.6%
O=C1NC2C(NC(=O)N2C2CCCCC2)N1C1CCCCC1 (centres undefined)
→ -5.7%[57.5 µM] | -10.9% | -1.3% | 0.4% | 2.3% | 0.7% | 3.9% | -1.5%
CN1C(=O)c2ccccc2Sc2ccc(NC(=O)N3CCCC3)cc21
→ -0.7%[57.5 µM] | 19.2% | -1.8% | -0.9% | 2.0% | 1.2% | 3.7% | 2.9%
CN(C(=O)c1ccncc1)c1nnc(-c2cccnc2)s1
→ -14.1%[57.5 µM] | 1.2% | 2.3% | 4.4% | -7.9% | ? | 12.6% | 0.1%
CCOc1ccccc1NC(=O)NCc1ccccc1F
→ -1.8% | -21.5% | 0.1%[57.1 µM] | 6.3% | -28.4% | 2.3% | 4.8% | 1.5%
CN(C)S(=O)(=O)c1ccc(C(=O)NCC2(N3CCOCC3)CCCCC2)cc1
→ -19.4% | -3.9% | -0.3% | 8.3% | -6.7% | -1.4% | 8.5% | -1.1%
Cc1cc(-c2ccc(C)c(S(=O)(=O)NCC3CCN(Cc4cccc(F)c4)CC3)c2)on1
→ -12.2% | 8.4% | -5.5% | 4.5% | -6.6% | 6.6% | -1.0% | -11.7%
O=[N+]([O-])c1ccc(Cl)c(-c2ccc(/C=N/c3c(-c4ccco4)nc4ccccn34)o2)c1
→ i | 29.3% | 0.5% | 13.5% | -18.3% | -9.8% | -0.1% | -9.3%
Cc1ccc(S(=O)(=O)N(C)C)cc1NC(=O)CSc1ncc(C(F)(F)F)cc1Cl
→ -64.0%[inhibitor] | 3.7% | -6.3% | 14.0% | -29.4% | -2.2% | 12.6% | -5.4%
O=C(CSc1nnnn1C1CC1)N1CCN(c2ccc(O)cc2)CC1
→ i | -2.6% | 3.4% | -8.6% | -17.9% | -0.5% | 14.3% | 2.5%
C=CCN1C=C2C(=O)C(C)(OC(=O)C3CCCC3)C(=O)C=C2C=C1c1ccsc1 (centres undefined)
→ 20.6% | 7.3% | -3.8% | -6.0% | -15.8% | -1.2% | 10.4% | -0.7%
Cc1ccccc1Nc1nn2c(=O)c3ccc(C(=O)NCCc4ccc(Cl)cc4)cc3nc2s1
→ -15.2% | 26.3% | · | 8.0% | · | -5.0% | · | ·
Cc1ccc(Nc2cnn(C34CC5CC(CC(CC(=O)O)(C5)C3)C4)c(=O)c2Cl)c(Cl)c1
→ -13.1% | 0.3% | 3.8% | -6.2% | -20.8% | -2.2% | 6.4% | -1.8%
COCCOC(=O)C1=C(C)Nc2nc(C)nn2C1c1ccc(F)cc1 (centres undefined)
→ i | 5.3%&7.7% | 0.4%&5.6% | -12.2%&11.8% | 16.6%&2.4% | -7.2%&-0.1% | 7.4%&1.3% | 4.9%&-4.4%
CC(=O)c1c(O)c(C)c(O)c2c1OC1=Cc3c(c(C)nn3C)C(=O)C12C (centres undefined)
→ -5.7% | -12.9% | -10.9% | 0.0% | 13.0% | -0.1% | -5.0% | 1.8%
COc1ccc(C(=O)COC(=O)c2cnc(C)cn2)cc1OC
→ -0.5% | -6.8% | 1.3% | 11.2% | 2.9% | 0.5% | 7.4% | 8.1%
Cc1cccc(NC(=O)CCN2CCC(C)CC2)c1
→ i | -2.1% | 0.1% | -4.2% | -3.3% | 2.2% | 0.3% | 9.9%
Cc1cc(C(=O)COc2cccnc2[N+](=O)[O-])c(C)n1Cc1cccs1
→ -86.9%[inhibitor] | 38.5% | 20.4% | -18.1% | 1.1% | 3.8% | 19.1% | 0.8%
CCc1cccc(N2C(=O)CSC23C(=O)Nc2ccccc23)c1 (centres undefined)
→ -11.1% | -15.1% | · | 4.0% | · | 5.3% | · | ·
CCOc1cc(/C=N/Nc2ccc(C(=O)O)cc2)ccc1OC(=O)c1ccccc1C
→ i | -3.2% | ? | -8.9% | ? | 0.2% | -14.3% | 11.3%
Cc1ccc(S(=O)(=O)N(Cc2cc3ccccc3[nH]c2=O)CC2CCCO2)cc1 (centres undefined)
→ i | -6.7% | 8.3% | 0.0% | 3.8% | 1.6% | 7.3% | -8.1%
COc1ccccc1/C=C/c1nc(C#N)c(N(C)C)o1
→ -33.1%&-32.7%[inhibitor] | -22.8%&3.9% | 2.3% | 3.9%&28.1% | -5.5% | -0.7% | -0.1% | -8.0%
Cc1nc(C(=O)N(C)C)nn1-c1ccc(Cl)cc1Cl
→ i | -2.5% | 4.6% | -20.7% | -9.3% | -1.9% | 12.8% | 6.6%
COc1ccccc1OCCC(=O)OCC(=O)Nc1ccc(Br)cc1F
→ -1.5% | -1.7% | -3.8% | 17.8% | -12.4% | -6.7% | -4.0% | -5.0%
CCC(=O)c1ccc(SC(=O)N(C)C)cc1O
→ i | -19.6% | -16.0% | 10.1% | -28.3% | -2.3% | 8.7% | 5.3%
COc1ccc(S(=O)(=O)NC(=O)C2(C)CCN2C(=O)C2(c3ccccc3)CCCC2)cc1 (centres undefined)
→ -0.4% | 28.8% | -28.9% | ? | ? | -10.5% | 2.2% | -15.5%
Cn1c(=O)n(C)c2cc(S(=O)(=O)NCc3ccccc3)ccc21
→ -7.7%[57.5 µM] | 0.1% | 17.4%[57.1 µM] | -20.3% | -2.0% | -1.4% | -14.6% | -0.6%
O=C(O)Cn1c(-c2cscn2)nc2ccccc21
→ -24.5% | 32.5% | 2.7% | 0.0% | 5.5% | 0.1% | 6.7% | 1.2%
O=c1cc(CN2CCC3(CC2)OCCO3)c2c(ccc3ccccc32)o1
→ -3.3%[57.5 µM] | 11.1% | 1.9% | 8.0% | -8.3% | -6.3% | 4.3% | -11.8%
COc1cc(/C=N/N2C(=O)CSC2=S)ccc1O
→ i | 32.1% | -1.9% | 0.0% | 2.9% | -9.7% | 5.9% | -1.5%
CCNC(=O)C1(C)CCCN1C(=O)c1ccc2c(c1)OCO2 (centres undefined)
→ -10.0% | -18.7% | 2.0% | 5.0% | 10.6% | 0.9% | 10.5% | -1.6%
COC(=O)c1cc(OC)c(OC)cc1NC(=O)C(C)Sc1ccc(C)cc1 (centres undefined)
→ i | ? | -5.5% | -0.6% | -3.6% | 18.6% | 17.3% | 1.7%
CN(C(=O)COC(=O)C1CCN(S(=O)(=O)c2c(Cl)cccc2Cl)CC1)C1CCS(=O)(=O)C1 (centres undefined)
→ -3.6% | 16.3% | 16.3% | -8.9% | 9.0% | -3.0% | -0.7% | -1.6%
CCCCCNC(=O)C(c1ccnc2ccccc12)n1c(=O)c(-c2ccccc2)nc2ccccc21 (centres undefined)
→ i | 2.3% | 0.6% | 12.0% | -3.1% | 4.2% | 2.3% | 4.0%
OCCN1CCN(CC#CCC(c2ccccc2)c2ccccc2)CC1
→ -7.5% | -2.9% | -0.5% | -5.2% | 13.2% | -0.8% | 1.9% | -2.7%
COc1ccc(CCNC(=O)COc2ccccc2[N+](=O)[O-])cc1OC
→ 17.5% | 17.8% | -6.5% | -17.3%[1.82 µM] | -7.3% | 1.0% | 1.8% | 0.8%
COc1ccccc1C(=O)Nc1nc2ccccc2s1
→ -2.7% | 11.6% | -13.9% | -21.1% | 5.9% | -42.0%[inhibitor] | -7.5% | -14.2%
Cc1cc(C(=O)NNC(=O)CCN2CCN(c3ccccc3)CC2)c2ccccc2n1
→ -38.0%[inhibitor] | 11.2% | -0.8% | 12.5% | -23.1% | -4.0% | 7.2% | 23.0%
Nc1[nH]c(C(=O)c2ccccc2)c(-c2ccccc2Br)c1C(=O)NCCc1ccc(Cl)cc1Cl
→ -2.6% | 8.0% | 2.3% | 0.0% | 11.2% | 6.0% | 7.5% | 6.7%
CC1(C)Cc2c(C#N)c(N)n(-c3ccccc3)c(=O)c2CO1
→ -24.1% | 3.2% | -6.3% | 0.6% | -9.0% | 4.6% | -8.1% | 9.3%
CCOCC(=O)NCc1ccc2c(c1)OCO2
→ -13.3% | 6.0% | -3.2% | -2.2% | -3.9% | 1.8% | 15.3% | -2.4%
CCn1c(O)c(N=NC(=O)C(O)c2ccccc2)c2ccccc21 (centres undefined)
→ i | 1.5% | -5.3% | -29.2% | -2.2% | 13.0% | -12.9% | -8.2%
O=C(Nc1ccc(-c2nc3ccccc3c(=O)o2)cc1)c1ccco1
→ -20.9% | -6.1% | -2.3% | 17.4% | 10.2% | -1.2% | -1.2% | 6.6%
Cc1sc2ccc3sccc3c2[n+]1C
→ i | 32.1% | 5.9% | -7.1%[0.397 µM] | -1.5% | -10.6% | 2.6% | 0.1%
